mHTT CaM bind: disrupts binding of mutant huntingtin to calmodulin. P42858. AlphaScreen His-mHTT/GST-CaM binding, luminescence. inhibition, % at 15 µM. 190,000 compounds, 3.6% hits. AID 1671202;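 further: 0% = both proteins with DMSO and 100% = one protein alone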
Pf apPOL inh: Pf-apPOL DNA polymerase inhibition; Recombinant Pf-apPOL, molecular beacon fluorescence, 1.5 h; inhibition, % at 10 µM; 210,000 compounds, 0.25% hits; AID 1794808
* hit, by the source's call; nt = not tested or not shown; & = joins results of further samples. No stated cut-off is given here; in the data, active means inhibition above about 50%; inactive means the rest.

SMILES | mHTT CaM bind | Pf apPOL inh
Cc1ccc(C2CC(c3ccc(C)cc3)n3ncnc3N2)cc1 (stereo not given) | 29 | -4
CCOc1ccc(C2C3=C(CC(C)(C)CC3=O)OC3=C2C(=O)CC(C)(C)C3)cc1 | -2 | 2&-3
CCOC(=O)C(C)Oc1ccc2c(=O)c(-c3ccc(Cl)cc3)c(C)oc2c1 (stereo not given) | -24 | -3
COc1ccc(N2C(=O)CSC2c2c(F)cccc2Cl)c(OC)c1 (stereo not given) | 1 | -1
O=C1CSC(=NC(=O)N2c3ccccc3Sc3ccccc32)N1 | 25 | -1
O=C(CCCCCn1c(=S)[nH]c2cc3c(cc2c1=O)OCO3)NCCC1=CCCCC1 | -7 | -2
CC(C)c1ccc(/C=C(\C#N)c2nn(-c3ccccc3)c(N)c2C#N)cc1 | 11 | 2
COc1ccc(N2CC(C(=O)Nc3ccccc3)CC2=O)cc1 (stereo not given) | -2 | 6
O=C(NCc1c(F)cccc1F)c1coc(NC(=O)c2ccco2)n1 | -14 | 0
O=C(c1cccc(N2CCNC(c3ccccc3)C2)n1)N1CCN(c2ncccn2)CC1 (stereo not given) | 2 | -5
Cc1ccc(C(=O)N2CCc3c(c(-c4nc(Cc5ccccc5)no4)nn3C)C2)c(C)c1 | 21 | -2
NC(=Nc1nc2ccccc2o1)NC(=O)c1cccc(Cl)c1 | 3 | -8
N#CCC[C@H]1CC[C@]2(CCCN(C(=O)C3CCCC3)C2)O1 | 4 | -3
N#Cc1c2c(n[nH]c1=O)C(=O)c1ccccc1-2 | 7 | nt
CN(Cc1ccccc1)Cc1cc(=O)oc2ccc3ccccc3c12 | -18 | 1
COc1ccc(OCC(O)CNS(=O)(=O)c2ccc(NC(C)=O)cc2)cc1 (stereo not given) | nt | -1
N#CC(=Cc1ccc(Cl)c(Cl)c1)C(=O)OCc1ccccc1 | nt | 0
Cc1cc(=O)oc2c1c(-c1ccccc1)nn2-c1ccc(C(=O)O)cc1 | 1 | -3
CCOc1ccc(C(=O)Nc2ccc(Br)c(C)c2)cc1[N+](=O)[O-] | -1 | -7
COc1ccc(OCCSc2nc3ccccc3o2)cc1 | -60&-16 | -10
O=C(NCC1CCN(Cc2ccccc2)CC1)Nc1ccccc1Cl | -14 | -2
CCOc1ccccc1CNC(=O)C1CCc2nc(N3CCN(C(C)=O)CC3)sc2C1 (stereo not given) | 18 | -3
Cc1ccccc1C(=O)N1CCCC(C)(C(=O)NCc2cccc(F)c2)C1 (stereo not given) | -4 | -3
Cn1nnc2c(SCC(=O)c3ccc(Cl)cc3)ncnc21 | 0 | -1
Cc1ccc(N(Cc2ccc(C(=O)Nc3ccccc3C(N)=O)cc2)S(C)(=O)=O)cc1C | 9 | 3
COc1ccc(C=C2Oc3c(cc4c(c3C)OCN(Cc3ccco3)C4)C2=O)cc1OC | 0 | -11
Cc1ccc(N=Cc2nc(-c3ccc(Br)cc3)oc2O)c(C)c1 | -1 | -3
O=C(Nc1ccc(S(=O)(=O)Nc2ccccn2)cc1)C1(c2ccccc2)CCOCC1 | 4 | -4
CN(C)S(=O)(=O)c1ccc(C(=O)Nc2sc3c(c2C#N)CC(C)(C)NC3(C)C)cc1 | -4 | -2
COc1cc(S(=O)(=O)N2CCN(Cc3ccccc3)CC2)c(C)cc1C | 15 | -28
C=CCSc1nnc2nc(C)cc(C)n12 | -3 | -4
COc1cccc(C=C2Oc3cc(OCC(=O)N4CCCCC4)ccc3C2=O)c1OC | 20 | -3
Cc1ccc2nc(C(=O)NCCC3=CCCCC3)cn2c1 | 3 | -13
Cc1ccccc1CN1C(=O)c2ccccc2Sc2ccc(C(=O)NCc3cccnc3)cc21 | 25 | -16
CCCN1C(=O)c2ccccc2CC1(C)C(=O)NCc1ccccc1C (stereo not given) | -6 | -1
C=CCc1ccccc1OCC(O)CN1C(=O)NC(C)(C)C1=O (stereo not given) | 0 | -3
O=c1/c(=C/C=C/c2ccccc2)sc2nc(-c3cccnc3)nn12 | 15 | -2
CN1CCC(CNC(=O)CSCc2ccccc2)CC1 | -18 | -5
O=S(=O)(c1cccc(Br)c1)N1CCc2nc[nH]c2C1 | -2 | 1
C=CCCC(=O)NCC1(O)CCCC1 | -4 | -2
COc1ccc(C2C=C(c3ccccc3)Nc3nnnn32)c(OC)c1 (stereo not given) | 15 | -3
COc1cccc(C2C(N3C(=O)c4ccccc4C3=O)C(=O)N2c2cccc(C)c2)c1 (stereo not given) | 2 | 6
Cc1noc(C)c1S(=O)(=O)N1CCC(CC(=O)NCc2ccco2)CC1 | -8 | 1
CC1CCN(c2ncnc3c2nnn3C)CC1 | -9 | -4
CC1=NN(C)C(=O)C1=NOC(=O)c1ccc(Cl)cc1 | nt | -10
OC(c1n[nH]c(=S)n1-c1ccccc1)C(O)c1n[nH]c(=S)n1-c1ccccc1 (stereo not given) | -3 | nt
Cc1c(Cl)c([N+](=O)[O-])nn1CC(=O)Nc1c(F)cc(F)cc1Br | 5 | -1
COc1cccc(C=C2Oc3c(ccc(O)c3CN3CCCC3)C2=O)c1OC | 5 | -6
COc1ccc2[nH]cc(CCN3CC(C(=O)Nc4cc(C)ccc4C)CC3=O)c2c1 (stereo not given) | 28 | -3
O=C(NCCc1cccs1)C1CCN(c2cnn(Cc3ccccc3)c(=O)c2)CC1 | -2 | -8
COc1cccc(S(=O)(=O)N2CCC(c3nc4ccncc4n3C)C2)c1 (stereo not given) | 1 | 7
NC(=S)NN=Cc1ccccc1OC(=O)c1cc2ccccc2oc1=O | 4 | 1
O=[N+]([O-])c1ccc(COc2ccc(C3SCCS3)cc2[N+](=O)[O-])cc1 | nt | 0
CC(C)Sc1cccc(-c2nnc(NC(=O)c3cnccn3)o2)c1 | 4 | 0
CCNC(=O)N1CC(C)Oc2ccccc21 (stereo not given) | 0 | -4
C=C(c1ccc(C(=O)O)cc1)c1cc2c(cc1C)C(C)(C)CCC2(C)C | nt | -2
Cc1cccc(-c2nc(C3CCN(C(=O)c4ccc(C)cc4C)CC3)no2)c1 | 13 | -2
CC1(C(=O)O)NC(c2ccccc2O)C2C(=O)N(c3ccccc3)C(=O)C21 (stereo not given) | 0 | -1
CCn1cnc2ccc(-c3noc(Cc4c[nH]c5ccccc45)n3)cc21 | 99* | -5
CCc1ccc(O)c(N=Cc2cc3c(cc2Br)OCO3)c1 | 8 | -10
More compounds follow.
SMILES | mHTT CaM bind | Pf apPOL inh
Cc1nc2sccn2c(=O)c1NC(=O)c1ccc(Br)cc1 | -4 | -2
COC(=O)c1ccc(C(=O)N2CC3(COC(C)(C)OC3)C2)cc1 | -3 | 0
O=C(NC1CC1)C1CN(C(=O)NCc2cccc(F)c2)CC12CCOCC2 (stereo not given) | 2 | 0
COCCN1C(=O)c2ccccc2C(C(=O)NCc2ccccc2OC)C1c1ccc(F)cc1 (stereo not given) | 0 | -5
CN1CCN(C(=O)CN(Cc2ccccc2)S(=O)(=O)c2cc(Cl)ccc2Cl)CC1 | 19 | 2
CC1CCN(C(=O)CSc2nc3c(c(=O)n2C)SC(C)C3)CC1 (stereo not given) | -6 | -13
Cc1ccc(C)c(NC(NC(=O)c2cccs2)C(=O)c2ccccc2)c1 (stereo not given) | 39 | 1
CCCCC(=O)Nc1nnc(C2CC(=O)N(c3ccccc3)C2)o1 (stereo not given) | 3 | -2
COCCNC(=O)C1c2cc(OC)c(OC)cc2C(=O)N(C)C1c1ccc(OC)c(OC)c1 (stereo not given) | 1 | -2
COc1ccccc1NS(=O)(=O)c1cc(C(=O)Nc2ccccc2)ccc1C | 14 | 6
COc1ccc(C2C(=C(O)c3c(C)nc4c(C)cccn34)C(=O)C(=O)N2CCN(C)C)cc1 (stereo not given) | -19 | -8
O=C(NCc1cccnc1)C1CCN(c2ncnc3c2nc2n3CCCCC2)CC1 | -7 | 3
O=C(CN1CCC(c2nnc(C(F)(F)F)o2)CC1)Nc1ccccc1C(F)(F)F | -6 | -7
O=C1C2C3C=CC(C3=C3CCCC3)C2C(=O)N1c1cccc([N+](=O)[O-])c1 (stereo not given) | 4 | 0
O=C(c1ccccc1F)N1CCN(Cc2noc3ccccc23)CC1 | 1 | -4
CCOC(=O)CC[C@@H]1CC[C@]2(CCCN(C(=O)c3ccc4ccccc4n3)C2)O1 | -10 | -6
Cc1nnc(-c2nnc(NC(C)C)c3ccccc23)o1 | 4 | 2
CC1=C(C(=O)Nc2cc(C)cc(C)c2)C2(CCCCC2)OC1=O | -5 | 2
O=C(O)CSc1nc(SCC(=O)O)c2ccccc2n1 | -2 | -4
O=C(CCCSc1ccc(NC(=O)c2ccco2)nn1)Nc1nc2ccccc2s1 | -11 | -6
O=C1c2ccccc2NC(c2ccccc2O)N1c1ccc(Cl)cc1 (stereo not given) | -2 | -2
CCC1Oc2ccc(Cl)cc2N(C(C)C(=O)NC2CCCC(C)C2C)C1=O (stereo not given) | -3 | -11
CCOc1ccc(C(=O)Nc2cccc3nsnc23)cc1[N+](=O)[O-] | -4 | -8
Cc1ccccc1NC(=O)C(C)NC(=O)C12CC3CC(CC(C3)C1)C2 (stereo not given) | -4 | 4

Given with values under each structure: 22 of the compounds above.
Every second line gives: mHTT CaM bind, Pf apPOL inh
O=C(CCCCCn1c(=S)[nH]c2cc3c(cc2c1=O)OCO3)NCCC1=CCCCC1
    -7, -2
CC(C)c1ccc(/C=C(\C#N)c2nn(-c3ccccc3)c(N)c2C#N)cc1
    11, 2
COc1ccc(N2CC(C(=O)Nc3ccccc3)CC2=O)cc1 (stereo not given)
    -2, 6
O=C(NCc1c(F)cccc1F)c1coc(NC(=O)c2ccco2)n1
    -14, 0
O=C(c1cccc(N2CCNC(c3ccccc3)C2)n1)N1CCN(c2ncccn2)CC1 (stereo not given)
    2, -5
Cc1ccc(C(=O)N2CCc3c(c(-c4nc(Cc5ccccc5)no4)nn3C)C2)c(C)c1
    21, -2
NC(=Nc1nc2ccccc2o1)NC(=O)c1cccc(Cl)c1
    3, -8
N#CCC[C@H]1CC[C@]2(CCCN(C(=O)C3CCCC3)C2)O1
    4, -3
N#Cc1c2c(n[nH]c1=O)C(=O)c1ccccc1-2
    7, nt
CN(Cc1ccccc1)Cc1cc(=O)oc2ccc3ccccc3c12
    -18, 1
COc1ccc(OCC(O)CNS(=O)(=O)c2ccc(NC(C)=O)cc2)cc1 (stereo not given)
    nt, -1
N#CC(=Cc1ccc(Cl)c(Cl)c1)C(=O)OCc1ccccc1
    nt, 0
Cc1cc(=O)oc2c1c(-c1ccccc1)nn2-c1ccc(C(=O)O)cc1
    1, -3
CCOc1ccc(C(=O)Nc2ccc(Br)c(C)c2)cc1[N+](=O)[O-]
    -1, -7
COc1ccc(OCCSc2nc3ccccc3o2)cc1
    -60&-16, -10
O=C(NCC1CCN(Cc2ccccc2)CC1)Nc1ccccc1Cl
    -14, -2
CCOc1ccccc1CNC(=O)C1CCc2nc(N3CCN(C(C)=O)CC3)sc2C1 (stereo not given)
    18, -3
Cc1ccccc1C(=O)N1CCCC(C)(C(=O)NCc2cccc(F)c2)C1 (stereo not given)
    -4, -3
Cn1nnc2c(SCC(=O)c3ccc(Cl)cc3)ncnc21
    0, -1
Cc1ccc(N(Cc2ccc(C(=O)Nc3ccccc3C(N)=O)cc2)S(C)(=O)=O)cc1C
    9, 3
COc1ccc(C=C2Oc3c(cc4c(c3C)OCN(Cc3ccco3)C4)C2=O)cc1OC
    0, -11
Cc1ccc(N=Cc2nc(-c3ccc(Br)cc3)oc2O)c(C)c1
    -1, -3

Next section.
SMILES | mHTT CaM bind | Pf apPOL inh
Cc1ccc2c(c1)N(C(=O)Nc1ccc(C)c(C)c1)CC(C)O2 (stereo not given) | 4 | -11
COc1ccc(CC(=O)N2CCc3nc4cc[nH]n4c(=O)c3C2)cc1Cl | -2 | -4
Cc1noc(C2CN(C(=O)Nc3cccc(Cl)c3)CC23CCOCC3)n1 (stereo not given) | -2 | -4
COc1ccc([C@H]2C[C@H](n3cc(COC(=O)c4ccccc4)nn3)[C@@H](O)CN2CC2CCCCC2)cc1 | 19 | 0
C=CCn1c(=O)c2c(ncn2Cc2ccc(F)cc2F)n(-c2cccc(F)c2)c1=O | -8 | -2
Cc1noc(CNC(=O)C2CCN(C(=O)NCc3ccc(F)cc3)CC2)n1 | -13 | -5
O=C(NC1CCCCC1)c1cnc(N2CCN(c3ncccn3)CC2)c2ccccc12 | 12 | -5
O=C1Nc2ccccc2/C1=C/C(=O)c1ccc([N+](=O)[O-])cc1 | 13 | 0
COCCN=C1Nc2ccccc2NC12CCCN(C(=O)Nc1ccc(C)cc1C)C2 (stereo not given) | 100* | -9
O=C1CC(C(=O)Nc2ccccc2)N=C(Nc2nc3ccccc3s2)N1 (stereo not given) | 5 | 0
O=C(Nc1ccc(C(F)(F)F)cc1)N1CCc2[nH]cnc2C1c1ccncc1 (stereo not given) | 11 | -8
Cc1cc([N+](=O)[O-])nn1CCCC(=O)Nc1c(F)cc(F)cc1Br | -8 | -9
COc1ccc(C(=O)N2CCN=C2SC)cc1 | -6 | 2
COc1ccc(N=Cc2c(C)[nH]n(-c3ccccc3)c2=O)cc1 | 21 | 1
CC(=O)Nc1nc2nc(-c3ccccc3)cc(-c3ccccc3)n2n1 | 0 | -6
CCN1CCN(C(=O)C2CCCN(c3ncccc3-c3noc(C4CCC4)n3)C2)CC1 (stereo not given) | 16 | -5
Cc1ccc(-c2n[nH]c3c2CN(C(=O)C2CCCO2)CC3)cc1 (stereo not given) | 1 | -3
Cc1cc(C)n2nc(SCCC(=O)NC3CCCCCCC3)nc2n1 | 32 | -10
COc1ccc(C(=O)N2CCC(C(=O)O)CC2)cc1 | 0 | 0
O=c1c2c(nc3cc[nH]n13)CN(S(=O)(=O)c1cccc(C(F)(F)F)c1)CC2 | 1 | -3
